Bioassay records as filed in PubChem.
GASC1 inh: inhibitors of GASC-1 (KDM4C) histone demethylase, primary screen, biochemical, single concentration HTS | Lysine-specific demethylase 4C (Homo sapiens), Q9H3R0 | GST-KDM4C 2-372, H3K9me3 peptide, LANCE TR-FRET | inhibition, % at 12.5 µM | 96,000 compounds, 0.15% hits | AID 720574, 2013;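 active = mean replicate inhibition above about 25%, with at least 55% of replicates also reaching it, limit read from the data, passing the limit was not always enough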
Target sequence (Q9H3R0 2-372 limits assumed): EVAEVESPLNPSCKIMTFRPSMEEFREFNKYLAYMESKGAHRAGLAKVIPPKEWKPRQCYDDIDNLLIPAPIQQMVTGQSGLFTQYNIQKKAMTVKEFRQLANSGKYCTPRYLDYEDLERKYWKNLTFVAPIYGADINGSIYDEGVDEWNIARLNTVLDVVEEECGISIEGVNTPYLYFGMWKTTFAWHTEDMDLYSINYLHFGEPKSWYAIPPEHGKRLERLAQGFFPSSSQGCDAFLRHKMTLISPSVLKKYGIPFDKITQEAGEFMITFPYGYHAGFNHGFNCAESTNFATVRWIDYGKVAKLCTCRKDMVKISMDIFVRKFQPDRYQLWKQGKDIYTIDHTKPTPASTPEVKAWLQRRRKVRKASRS
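Test system: N-terminal GST-fused human GASC-1 (KDM4C) fragment, residues 2-372; quantity: GASC-1 enzyme at 10 nM final in reaction; dosing: single dose; schedule: 30 min demethylation and 1 h detection at room temperature; signal: LANCE TR-FRET, excitation 340 nm, emissions 618 and 671 nm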
T cruzi growth: T. cruzi intracellular proliferation inhibitors, primary screen, cell-based, beta-gal Tulahuen parasites, NIH3T3 host, luminescence; inhibition, % at 8.34 µM; 77,000 compounds, 5.9% hits; T. cruzi beta-gal in NIH3T3, GalScreen luminescence, 90 h;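 active = mean inhibition above about 93%, with at least 55% of replicates each passing it, limit read from the data, passing the limit was not always enough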
Pf Dd2 inh: P. falciparum Dd2 growth inhibitors, primary screen, SYBR Green fluorescence, single dose replicates; activity change, % at 10 µM; 72 h; hits give low values; 94,000 compounds, 2.3% hits; in the data active = activity change below about -80%
C diff HTS: C. difficile growth inhibitors, primary screen, HTS; Clostridium difficile clinical isolate growth, OD600, 24 h; hits give low values; growth activity, negative = inhibition, % at 16 µg/mL (by protocol); 86,000 compounds, 0.25% hits; AID 1259249, 2017;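 active = mean growth activity at or below -80% and every replicate also at or below -80%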;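 note: 0% = DMSO wells and -100% = levofloxacin 16 µg/mL wells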
Active calls of the source: *; . = no result given; & = joins results of further samples.

Molecule	GASC1 inh	T cruzi growth	Pf Dd2 inh	C diff HTS
Cc1ccc(S(=O)(=O)N(C)C[C@@H]2Oc3ccc(NC(=O)Cc4cn(C)c5ccccc45)cc3C(=O)N([C@H](C)CO)C[C@@H]2C)cc1	-3.4	75	-78	-1
C[C@H]1CN([C@@H](C)CO)S(=O)(=O)c2ccc(C#CCN(C)C)cc2O[C@@H]1CN(C)S(C)(=O)=O	1.0	18	.	11
O=C1CN(S(=O)(=O)Cc2ccccc2)C[C@H]2[C@H](c3ccc(C#Cc4ccc(F)cc4)cc3)[C@H](CO)N12	.	.	-17	4
O=C(C[C@H]1CC[C@@H]2[C@H](COC[C@@H](O)CN2C(=O)c2cccnc2)O1)NCc1ccc(Cl)cc1	-0.9	-22	31	-3&-4
O=C(C[C@@H]1CC[C@H](NC(=O)C2CCC2)[C@H](CO)O1)NC1CCC1	4.6	.	10	3
CCCNC(=O)N1CC2(CN(C(=O)CN(C)C)C2)c2c(n(C)c3cc(OC)ccc23)[C@@H]1CO	0.9	.	-24	2
N#Cc1cccc(-c2ccc(C3[C@@H]4CN(C(=O)c5ccncc5)C[C@H]3N4)cc2)c1 (some centres undefined)	0.4&0.5	.	31&-27	-3&-3
COCC#Cc1cnc2c(c1)C(=O)N([C@H](C)CO)C[C@H](C)[C@@H](CN(C)C(=O)Cc1cccnc1)O2	-1.0	.	30	1
CNC(=O)C[C@H]1CC[C@H]2[C@H](COc3ccc(NC(=O)Nc4ccc(Cl)cc4)cc3C(=O)N2C)O1	0.1	-8	-8	-3
Cc1ccc(S(=O)(=O)N(C)C[C@H]2OCc3cnnn3CCCC(=O)N([C@@H](C)CO)C[C@@H]2C)cc1	-0.5	12	-3	.
COc1ccc2c3c(n(C)c2c1)[C@H](CO)NCC31CCN(S(=O)(=O)c2ccc(C)cc2)CC1	0.0	.	-72	0
CCCC#Cc1ccc2c(c1)O[C@@H](CN(C)C(=O)CN(C)C)[C@H](C)CN([C@@H](C)CO)S2(=O)=O	0.1	.	-45	-1
C[C@H](CO)N1C[C@H](C)[C@H](CN(C)S(=O)(=O)c2ccc(Cl)cc2)OCCCC[C@H](C)Oc2ccc(NS(=O)(=O)c3ccc(Cl)cc3)cc2C1=O	1.6	84	-58	4
Cc1noc(C)c1NC(=O)N(C)C[C@@H]1OCCCC[C@H](C)Oc2ccc(N(C)C)cc2C(=O)N([C@H](C)CO)C[C@@H]1C	9.6	31	12	-1
COCC(=O)Nc1ccc2c(c1)C(=O)N(C)C[C@@H](OC)[C@@H](C)CN(C(=O)COC)[C@H](C)CO2	-0.6	-7	.	2
O=C(C[C@@H]1C=C[C@@H](NC(=O)c2cccc(F)c2)[C@H](CO)O1)NCc1ccccc1	-0.5	20	-3	.
COCC(=O)NC[C@H]1[C@@H](c2ccc(C3=CCCC3)cc2)[C@H](CO)N1C(C)=O	1.1	42	0	2
CCCN1C[C@H](C)[C@H](OC)CN(C)C(=O)c2cc(NC(=O)NC3CCCC3)ccc2OC[C@@H]1C	0.2	.	6	7
Cc1noc(C)c1NC(=O)Nc1ccc2c(c1)C(=O)N([C@@H](C)CO)C[C@H](C)[C@@H](CN(C)C(=O)CCCN(C)C)OCCCC[C@@H](C)O2	0.4	48	40	-3
CO[C@H]1CN(C)C(=O)c2ccc(NS(=O)(=O)CC(F)(F)F)cc2OC[C@H](C)N(CC2CCCCC2)C[C@H]1C	-1.0	84	24	.
CC(=O)N(C)C[C@@H]1Oc2ncc(C#Cc3cccnc3)cc2C(=O)N([C@@H](C)CO)C[C@@H]1C	6.7	.	4	-1
COc1ccc2c3c([nH]c2c1)[C@H](CO)N(C(C)=O)CC31CCN(C(C)=O)CC1	-0.4	.	43	-5
COc1ccc(NC(=O)N(C)C[C@@H]2Oc3ncc(C#CCN(C)C)cc3C(=O)N([C@H](C)CO)C[C@@H]2C)cc1	1.3	.	5&24	-7&-1
COCC(=O)N1C[C@@H]2[C@H](c3ccccc31)[C@H](CO)N2C(=O)C1CC1	-1.3	48	11	-10
O=C(C[C@@H]1CC[C@@H]2[C@H](COC[C@@H](O)CN2S(=O)(=O)c2cccc(Cl)c2)O1)Nc1ccccc1	-0.6	25	2	3
C[C@@H]1CN([C@@H](C)CO)C(=O)c2c(c3ccccc3n2C)-c2ccccc2CO[C@@H]1CN(C)C(=O)Cc1ccccc1	-1.9	-42	-45	-11
Cc1noc(C)c1S(=O)(=O)N(C)C[C@@H]1OCCCC[C@@H](C)Oc2ccc(NC(=O)NC(C)C)cc2C(=O)N([C@H](C)CO)C[C@@H]1C	-0.2	32	0	3
CO[C@H]1CN(C)C(=O)c2cc(NC(=O)Nc3ccc(Cl)cc3)ccc2OC[C@@H](C)N(C)C[C@H]1C	0.5	-49	-23	-5
CC=Cc1ccc2n(c1=O)C[C@H]1[C@H](CO)[C@@H](C(=O)N3CCc4ccccc4C3)N(C(=O)C3CC3)[C@@H]21 (mixture of isomers)	0.4	69	.	11
CNC[C@H]1Oc2ccc(NC(=O)c3ccncc3)cc2C(=O)N([C@@H](C)CO)C[C@@H]1C	0.1	15	-4	-1

3 entries from above, sorted by the value under GASC1 inh, descending:
smiles | GASC1 inh
COCC(=O)NC[C@H]1[C@@H](c2ccc(C3=CCCC3)cc2)[C@H](CO)N1C(C)=O | 1.1
C[C@H]1CN([C@@H](C)CO)S(=O)(=O)c2ccc(C#CCN(C)C)cc2O[C@@H]1CN(C)S(C)(=O)=O | 1.0
CCCN1C[C@H](C)[C@H](OC)CN(C)C(=O)c2cc(NC(=O)NC3CCCC3)ccc2OC[C@@H]1C | 0.2

Further results
Molecule	GASC1 inh	T cruzi growth	Pf Dd2 inh	C diff HTS
COc1cccc(S(=O)(=O)N[C@@H]2C=C[C@@H](CC(=O)NC3CCC3)O[C@H]2CO)c1	0.9	57	17	-5
COC(=O)C[C@H]1CC[C@@H]2[C@@H](COc3ccc(NC(=O)Nc4cccc(C)c4)cc3C(=O)N2C)O1	-1.4	2	1	-9
C[C@H](CO)N1C[C@H](C)[C@@H](CN(C)Cc2ccc(-c3ccccc3)cc2)Oc2c(NC(=O)CCCCCC(=O)Nc3ccccc3N)cccc2C1=O	-1.4	.	-87*	-17
C[C@@H]1CN([C@H](C)CO)S(=O)(=O)c2ccc(-c3cccc(C(=O)N(C)C)c3)cc2O[C@H]1CN(C)C(=O)Nc1ccccc1	-1.0	63	-5	15
Cc1ccccc1S(=O)(=O)NCC[C@H]1CC[C@H](NC(=O)Nc2cccc(F)c2)[C@H](CO)O1	0.8	1	10	-9
C[C@@H]1CN([C@@H](C)CO)C(=O)c2cc(NS(=O)(=O)c3cn(C)cn3)ccc2O[C@H]1CN(C)C(=O)Nc1ccc2c(c1)OCO2	-0.4	19	-23	.
COc1ccc2c3c([nH]c2c1)[C@H](CO)N(Cc1nccs1)CC31CN(C(=O)C2CCCCC2)C1	0.9	.	-33	-7
COc1ccccc1-c1cnc2c(c1)C(=O)N([C@H](C)CO)C[C@@H](C)[C@H](CN(C)C(=O)CC1CC1)O2	-0.9	-66	3	6
C[C@H](CO)N1C[C@H](C)[C@H](CN(C)C(=O)CN2CCOCC2)Oc2ncc(C#CCN(C)C)cc2C1=O	0.9	0	43	-1
C[C@H](CO)N1C[C@H](C)[C@@H](CN(C)C(=O)Nc2ccc(C(F)(F)F)cc2)Oc2ccc(NC(=O)Nc3ccc(F)cc3)cc2CC1=O	-1.2	-20	-64	12
O=C(Nc1ccc2c(c1)[C@H]1C[C@@H](CC(=O)N3CCOCC3)O[C@H](CO)[C@H]1O2)NC1CCCC1	-1.1	-31	2	3
C/C=C/c1ccc2c(c1)O[C@@H](CN(C)C(=O)CN1CCOCC1)[C@H](C)CN([C@H](C)CO)S2(=O)=O	-0.2	-23	31	-1
CN1CCN(C(=O)C[C@@H]2CC[C@H]3[C@@H](COC[C@H](O)CN3C(=O)C3CC3)O2)CC1	0.4	13	-7	-1
O=C(NCC1CC1)[C@H]1[C@H](CO)[C@H]2Cn3c(ccc(-c4cccnc4)c3=O)[C@@H]1N2Cc1nccs1	4.8	7	-5	-5
C[C@@H]1CN([C@H](C)CO)C(=O)Cc2cc(NS(=O)(=O)c3cccs3)ccc2O[C@H]1CN(C)Cc1ccc(Oc2ccccc2)cc1	0.2	42	-16	21
COc1ccc(NC(=O)N(C)C[C@H]2OCCCC[C@@H](C)Oc3ccc(NS(=O)(=O)c4ccc(OC)cc4)cc3C(=O)N([C@@H](C)CO)C[C@H]2C)cc1	-0.1	70	-29	8
O=C(Cc1ccccn1)N[C@H]1C=C[C@@H](CC(=O)N2CCCCC2)O[C@H]1CO	2.0	-65	2	2
Cc1noc(C)c1NC(=O)N(C)C[C@@H]1OCCCC[C@H](C)Oc2ccc(N(C)C)cc2C(=O)N([C@H](C)CO)C[C@H]1C	.	15	-3	1
C[C@@H]1CCCCO[C@H](CN(C)S(=O)(=O)c2cccs2)[C@@H](C)CN([C@H](C)CO)C(=O)c2cc(NC(=O)c3ccccc3)ccc2O1	0.2	87	-71	-3
C[C@@H]1CCCCO[C@@H](CN(C)C(=O)Nc2cccc3ccccc23)[C@@H](C)CN([C@H](C)CO)C(=O)c2cc(NC(=O)Nc3ccc4c(c3)OCO4)ccc2O1	1.1	-12	-87*	-1
COc1ccc(NC(=O)N(C)C[C@H]2Oc3ccc(NS(=O)(=O)c4ccc(F)cc4)cc3C(=O)N([C@@H](C)CO)C[C@H]2C)cc1	-2.0	-44	35	.
O=C(C[C@@H]1CC[C@@H](NC(=O)NC2CCCCC2)[C@@H](CO)O1)NCc1ccc(Cl)cc1	-0.7	-4	-6	1
C[C@@H]1CCCCO[C@H](CN(C)Cc2ccc(C(=O)O)cc2)[C@@H](C)CN([C@@H](C)CO)C(=O)c2cc(NC(=O)Cc3ccccc3)ccc2O1	0.6	-29	23	-8
O=C(Nc1ccc(F)cc1)N[C@H]1CC[C@H](CC(=O)N2CCCCC2)O[C@H]1CO	0.8	28	2	4
CCCNC(=O)N1CC2(CCN(C(=O)c3cccc(F)c3)CC2)c2c([nH]c3cc(OC)ccc23)[C@@H]1CO	-1.8	.	-24	-17
C[C@@H]1CN([C@@H](C)CO)C(=O)c2cc(NC(=O)Nc3ccc4c(c3)OCO4)ccc2O[C@@H](C)CCCCO[C@H]1CN(C)C(=O)Cc1ccccc1	0.0	-38	-6	2
COCC#Cc1cnc2c(c1)C(=O)N([C@@H](C)CO)C[C@@H](C)[C@H](CN(C)C(=O)c1ccc3c(c1)OCO3)O2	0.2	34	0	3
O=C(c1ccccn1)N1C[C@@H]2[C@H](c3ccccc31)[C@@H](CO)N2C(=O)CC1CC1	-2.1	-7	19	0
CN1[C@H](C(=O)N2CCc3ccccc3C2)[C@@H](CO)[C@@H]2Cn3c(ccc(-c4cccnc4)c3=O)[C@@H]21	5.0	32	-13	.
CO[C@@H]1CN(C)C(=O)c2cc(NC(=O)CC(F)(F)F)ccc2OC[C@@H](C)N(CC2CC2)C[C@@H]1C	4.9	.	44	-6

In a second layout: results already given
Every second line gives: GASC1 inh	T cruzi growth	Pf Dd2 inh	C diff HTS
O=C(Cc1ccccn1)N[C@H]1C=C[C@@H](CC(=O)N2CCCCC2)O[C@H]1CO
→ 2.0	-65	2	2
Cc1noc(C)c1NC(=O)N(C)C[C@@H]1OCCCC[C@H](C)Oc2ccc(N(C)C)cc2C(=O)N([C@H](C)CO)C[C@H]1C
→ .	15	-3	1
C[C@@H]1CCCCO[C@H](CN(C)S(=O)(=O)c2cccs2)[C@@H](C)CN([C@H](C)CO)C(=O)c2cc(NC(=O)c3ccccc3)ccc2O1
→ 0.2	87	-71	-3
C[C@@H]1CCCCO[C@@H](CN(C)C(=O)Nc2cccc3ccccc23)[C@@H](C)CN([C@H](C)CO)C(=O)c2cc(NC(=O)Nc3ccc4c(c3)OCO4)ccc2O1
→ 1.1	-12	-87*	-1

Later entries:
Molecule	GASC1 inh	T cruzi growth	Pf Dd2 inh	C diff HTS
O=C(N[C@H]1CC[C@H](CCNC(=O)c2ccccc2F)O[C@H]1CO)c1cnccn1	0.1	7	4	.
O=C(C[C@H]1C=C[C@@H](NC(=O)C2CC2)[C@@H](CO)O1)Nc1ccccc1	-0.2	-13	9	1
Cc1ccc(S(=O)(=O)Nc2ccc3c(c2)C(=O)N([C@@H](C)CO)C[C@H](C)[C@H](CN(C)Cc2ccc(C(F)(F)F)cc2)OCCCC[C@@H](C)O3)cc1	0.4	.	-18	26
O=S(=O)(Cc1ccccc1)N1CC2(C1)[C@H](c1ccccc1)[C@@H](CO)N2CC1CCOCC1	-1.6	.	-12	-1
C[C@H](CO)N1C[C@H](C)[C@@H](CN(C)CC2CC2)Oc2ccc(NC(=O)C3CCCCC3)cc2CC1=O	-0.3	-44	-33	-5
CC(C)NC(=O)N(C)C[C@H]1Oc2cc(-c3ccncc3)ccc2S(=O)(=O)N([C@@H](C)CO)C[C@@H]1C	1.1	110*	-19	0
